Source: PubChem (National Center for Advancing Translational Sciences (NCATS))
p53ts 39C kill – qHTS Screen for Compounds that Selectively Target Cancer Cells with p53 Mutations: Cytotoxicity of p53ts Cells at the Nonpermissive Temperature; Potency, µM (top dose mostly 46.1 µM), inactives show top-dose activity change, negative = cell killing, hits mostly cytotoxic; H1299-p53A138V viability at 39C, ATP luminescence, 24 h; 130,000 tested, 1.5% active; note: nearly all actives have a fitted effect of over 55% in size
IkB sig inh – IkB Signaling; AID 445, 2006; 110,000 tested, 0.04% active; ABC-DLBCL IkBa-CBG/CBR dual luciferase ratio, 4 h; response scale: scaled: untreated 0%, proteasome inhibitor 100%; Potency, µM (doses to about 57.1 µM), for the others: top-dose IkBa stabilization activation; active = well fitted curve in the direction sought with a large enough effect in the signal ratio, not every such curve was filed as active; inconclusive = small, poorly fitted or top-dose-only effect, or a change in a side signal; the % refers to the signal ratio;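 note: the direction sought is a rising ratio; 0% = basal untreated cells and 100% = reference inhibitor full response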
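Curves were fitted separately to fusion (green), unfused (red) and ratio luminescence, then classed by r2, magnitude and activity. Cells: OCI-Ly3, 4 h compound plus doxycycline at 37C; 10 uM MG-132 defined full response.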
p53ts 32C kill – qHTS Screen for Compounds that Selectively Target Cancer Cells with p53 Mutations: Cytotoxicity of p53ts Cells at the Permissive Temperature | AID 924, 2007 | 130,000 tested, 0.93% active | Potency, µM (titrated, usually from 46.1 µM), without a hit: at the top dose activity change, negative = cytotoxicity, most hits filed as cytotoxic | H1299-p53A138V at 32C, ATP luminescence viability, 24 h;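 note: 0% = DMSO and -100% = full killing by reference compound; nearly all actives have a fitted effect of over 55% in size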
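H1299-p53 A138V cells (temperature-sensitive p53) exposed 24 h to up to 46 uM compound at 32C, where p53 is wild-type in conformation. Viability read as ATP luminescence and normalised to DMSO and 100 uM tamoxifen. AC50 fitted with the Hill equation.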
Peg3 imprint – qHTS Assay for Compounds that Induce Erasure of Genomic Imprints. AID 1948, 2009. 110,000 tested, 0.02% active. Potency, µM (series often up to 60.7 µM), without a hit: top-dose activity change, positive = activation, actives largely listed as activators. mouse ES Peg3-LacZ reporter, beta-gal luminescence, 40 h;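 note: 0% = negative control wells on the plate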
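Imprint erasure is scored as LacZ activity from the silenced maternal Peg3 allele in feeder-free female ES cells cultured 40 h with LIF. Luminescence is normalized to in-plate negative controls and fitted to the Hill equation.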
Numbers without * were called inactive; [ ] = another dose, or the depositor's remark. Unless noted, calls come from the whole dose curve; as a rule, active = well fitted curve in the direction sought with a large enough effect; inconclusive = small, poorly fitted or top-dose-only effect, or another doubt; inactive = no such curve, though single readings can be large; an effect the other way counts as inactive or inconclusive. Unless noted, % is set by controls: 0 for no effect and ±100 for the full control effect; potency is the fitted concentration of half-maximal effect.

`Cc1nc2cnc(Oc3cccc(Cl)c3)nc2n(C2CC2)c1=O` gave p53ts 39C kill 4.8%, IkB sig inh 0.2%[11.4 µM], p53ts 32C kill 2.5% and Peg3 imprint -10.7%.
O=S(=O)(NCC1CCN(S(=O)(=O)c2ccccc2)CC1)c1ccccc1 was read as p53ts 39C kill 5.8%, IkB sig inh 3.2%, p53ts 32C kill -9.9% and Peg3 imprint -3.7%.
Screening CCCc1[nH]nc2c1C(c1ccc(Br)s1)C(C#N)=C(N)O2 (configuration not stated) returned p53ts 39C kill 119.5%[activator], IkB sig inh inconclusive, p53ts 32C kill 71.7%[activator] and Peg3 imprint -36.1%[inhibitor].
O=C(CSc1nnnn1-c1ccccc1)NCc1ccco1 was read as p53ts 39C kill 5.5% and p53ts 32C kill -8.9%.
`COC(=O)c1cc(OC)c(OC)cc1NC(=O)c1ccc(Br)o1` gave p53ts 39C kill 8.5%, IkB sig inh -2.6%, p53ts 32C kill -1.3% and Peg3 imprint -0.9%.
CCOc1ccc(N(CC(=O)Nc2cc(C)ccc2C)S(=O)(=O)c2c(C)[nH]c(=O)[nH]c2=O)cc1 was read as p53ts 39C kill -7.3%, IkB sig inh 0.5%, p53ts 32C kill 10.8% and Peg3 imprint -3.2%[10.9 µM].
Screening COC(=O)C(C)Oc1ccc2c3c(c(=O)oc2c1)CCCCC3 (configuration not stated) returned p53ts 39C kill 10.0%, IkB sig inh 0.9%, p53ts 32C kill -7.4% and Peg3 imprint -1.7%.
Screening COc1ccc(C)cc1NC(=O)Cn1c(=O)oc2cc(S(=O)(=O)N3CCCCCC3)ccc21 returned p53ts 39C kill -6.6%, IkB sig inh -1.9%, p53ts 32C kill -9.9% and Peg3 imprint -15.1%[10.9 µM].
For CCCN(CCC)C(=O)C1CCCN(c2ncnc3c2nc2n3CCCCC2)C1 (configuration not stated) the results were p53ts 39C kill 2.4%, IkB sig inh inconclusive, p53ts 32C kill -0.4% and Peg3 imprint -21.4%[10.9 µM].
`Cc1ccc2c(c1)nnn2C1CCN(S(C)(=O)=O)CC1` gave p53ts 39C kill 6.4%, IkB sig inh -1.1%, p53ts 32C kill 13.7% and Peg3 imprint -5.1%.
`COCCCN1Cc2cccc(C(=O)O)c2C1=O` gave p53ts 39C kill 3.9%, IkB sig inh 3.3%, p53ts 32C kill -3.6% and Peg3 imprint -7.4%.
CCOc1cc2[nH]c(=O)n(CC3CCC(C(=O)NC4CCCCC4)CC3)c(=O)c2cc1OCC (configuration not stated) was read as p53ts 39C kill -4.2%, IkB sig inh 1.4%, p53ts 32C kill 4.4% and Peg3 imprint 4.5%.
CCCCNC(=O)c1ccc2c(c1)N(CC)C(=O)CS2 was read as p53ts 39C kill -6.0%, IkB sig inh -0.6%, p53ts 32C kill -13.3% and Peg3 imprint -3.8%.
CC(CC1C(C#N)=C(N)OC2=C1C(=O)CCC2)c1ccccc1 (configuration not stated) was read as p53ts 39C kill -1.2%, IkB sig inh 3.1%, p53ts 32C kill 0.2% and Peg3 imprint 2.8%.
Screening Cc1ccc(S(=O)(=O)N2CCC(C(=O)Nc3ccc(Oc4ccccc4)cc3)CC2)cc1 returned p53ts 39C kill -9.4%, IkB sig inh 14.4%, p53ts 32C kill -12.6% and Peg3 imprint -11.4%[10.9 µM].
CCOc1ccc(C(=O)N2CCCC2C(=O)O)cc1 (configuration not stated) was read as p53ts 39C kill -4.8%, IkB sig inh -0.1%, p53ts 32C kill 9.3% and Peg3 imprint 2.3%.
For COc1cc(CNC(=O)C2CCCCN2S(=O)(=O)c2ccc(F)cc2)cc(OC)c1OC (configuration not stated) the results were p53ts 39C kill -11.4%, IkB sig inh 0.5%, p53ts 32C kill 9.5% and Peg3 imprint -1.4%[10.9 µM].
`Cc1cc2c(cc3c(=O)n(CC(=O)NCc4ccccc4Br)ncn32)s1` gave p53ts 39C kill -8.0%, IkB sig inh 1.0%, p53ts 32C kill -1.3% and Peg3 imprint -6.6%[10.9 µM].
`Cc1cc(C)cc(Nc2sc(C(=O)c3ccccc3)c(N)c2S(=O)(=O)c2ccccc2)c1` gave p53ts 39C kill -19.4%, IkB sig inh inconclusive, p53ts 32C kill 16.8% and Peg3 imprint -11.1%[10.9 µM].
For CC1CCN(S(=O)(=O)c2ccc(NC(=O)CSc3ncccc3C(=O)O)cc2)CC1 the results were p53ts 39C kill 22.2%, IkB sig inh 1.4% and p53ts 32C kill 0.1%.
For CCn1cc2nc(SCC(=O)Nc3cccc(Cl)c3C)n(Cc3ccc(Cl)cc3)c(=O)c2n1 the results were p53ts 39C kill -26.5%, IkB sig inh inconclusive, p53ts 32C kill -3.0% and Peg3 imprint -10.6%[10.9 µM].
`COc1ccccc1CN1CCC2(CC1)CCN(C(=O)c1cc(C(F)(F)F)cc(C(F)(F)F)c1)CC2` gave p53ts 39C kill -3.8%, IkB sig inh 3.4%[11.4 µM] and p53ts 32C kill -15.4%.
CCOc1ccc(C2c3c(-c4ccc(C)cc4)n[nH]c3C(=O)N2c2ccc(Cl)cc2)cc1 (configuration not stated) was read as p53ts 39C kill inconclusive, IkB sig inh inconclusive, p53ts 32C kill 29.7% and Peg3 imprint -10.8%[10.9 µM].
`CC(=O)Nc1nonc1-c1nnc(SCc2ccccc2Cl)n1C` gave p53ts 39C kill 29.2%, IkB sig inh -0.3%, p53ts 32C kill -10.0% and Peg3 imprint -9.0%[10.9 µM].
Screening Cc1ccc(N2CC(C(=O)NCCS(=O)(=O)N3CCN(c4ccccc4)CC3)CC2=O)cc1C (configuration not stated) returned p53ts 39C kill 0.8%, IkB sig inh 0.4%, p53ts 32C kill 4.1% and Peg3 imprint -13.2%[10.9 µM].
`CCS(=O)(=O)N1CCC(C(=O)NCCCOC)CC1` gave p53ts 39C kill -7.5%, IkB sig inh -0.9%, p53ts 32C kill -7.5% and Peg3 imprint -7.8%.
`CCCCOc1ccc(CSc2ncn[nH]2)cc1` gave p53ts 39C kill -1.7%, IkB sig inh inconclusive, p53ts 32C kill -5.9% and Peg3 imprint -68.1%[inhibitor].
Screening Cc1ccc(Cl)cc1NC(=O)c1cnc(N2CCCCC2)c2ccccc12 returned p53ts 39C kill -22.0%, IkB sig inh inconclusive, p53ts 32C kill 11.8% and Peg3 imprint 14.6%[10.9 µM].
For CCOc1cc(CNC(=O)Cn2ncn3c(cc4cc(F)ccc43)c2=O)cc(OCC)c1OCC the results were p53ts 39C kill -6.6%, IkB sig inh 1.3%, p53ts 32C kill 2.9% and Peg3 imprint -4.4%[10.9 µM].
NC(=O)c1cc2nc(-c3ccco3)cc(C(F)(F)F)n2n1 was read as p53ts 39C kill -14.4% and p53ts 32C kill -4.3%.
`CCOC(=O)c1ccccc1NC(=O)CSc1nnc(Cc2cccn2C)n1-c1ccc(C)cc1` gave p53ts 39C kill 7.2%, IkB sig inh inconclusive, p53ts 32C kill 17.0% and Peg3 imprint -29.4%.
For O=c1c2ccccc2nc2n1CCCCC2 the results were p53ts 39C kill -1.0%, IkB sig inh -1.0%, p53ts 32C kill 9.4% and Peg3 imprint -7.8%.
`Cc1c(Cl)cccc1NC(=O)CN1C(=O)COc2ccc(S(=O)(=O)N3CCOCC3)cc21` gave p53ts 39C kill -5.9%, IkB sig inh 0.7%, p53ts 32C kill 3.7% and Peg3 imprint -17.7%[10.9 µM].
For COc1ccc(CCNc2nc(N3CCOCC3)nc(N3CCOCC3)n2)cc1OC the results were p53ts 39C kill 20.8%, IkB sig inh 2.6%, p53ts 32C kill 2.9% and Peg3 imprint -14.8%.
Screening CC(=O)c1ccc(NC(=O)Cn2c(-n3nc(C)cc3C)nc(C)cc2=O)cc1 returned p53ts 39C kill 6.9%, IkB sig inh 2.0%, p53ts 32C kill 2.0% and Peg3 imprint -13.0%[10.9 µM].
For CCOc1ccc2[nH]c(=O)c(CN(CCN3CCOCC3)Cc3nnnn3C(C)(C)CC)cc2c1 the results were p53ts 39C kill -9.4%, IkB sig inh 0.5% and p53ts 32C kill -9.1%.

Two compounds drawn at random from the list so far, as already listed:
CC(CC1C(C#N)=C(N)OC2=C1C(=O)CCC2)c1ccccc1 (configuration not stated) was read as p53ts 39C kill -1.2%, IkB sig inh 3.1%, p53ts 32C kill 0.2% and Peg3 imprint 2.8%.
CCOc1ccc(N(CC(=O)Nc2cc(C)ccc2C)S(=O)(=O)c2c(C)[nH]c(=O)[nH]c2=O)cc1 was read as p53ts 39C kill -7.3%, IkB sig inh 0.5%, p53ts 32C kill 10.8% and Peg3 imprint -3.2%[10.9 µM].

Returning to the listing with the four entries that preceded the break.
`Cc1c(Cl)cccc1NC(=O)CN1C(=O)COc2ccc(S(=O)(=O)N3CCOCC3)cc21` gave p53ts 39C kill -5.9%, IkB sig inh 0.7%, p53ts 32C kill 3.7% and Peg3 imprint -17.7%[10.9 µM].
For COc1ccc(CCNc2nc(N3CCOCC3)nc(N3CCOCC3)n2)cc1OC the results were p53ts 39C kill 20.8%, IkB sig inh 2.6%, p53ts 32C kill 2.9% and Peg3 imprint -14.8%.
Screening CC(=O)c1ccc(NC(=O)Cn2c(-n3nc(C)cc3C)nc(C)cc2=O)cc1 returned p53ts 39C kill 6.9%, IkB sig inh 2.0%, p53ts 32C kill 2.0% and Peg3 imprint -13.0%[10.9 µM].
For CCOc1ccc2[nH]c(=O)c(CN(CCN3CCOCC3)Cc3nnnn3C(C)(C)CC)cc2c1 the results were p53ts 39C kill -9.4%, IkB sig inh 0.5% and p53ts 32C kill -9.1%.
For O=C(NC1CCCc2ccccc21)C1CCN(S(=O)(=O)c2cccc3nonc23)CC1 (configuration not stated) the results were p53ts 39C kill -12.8%, IkB sig inh 0.6%, p53ts 32C kill -9.8% and Peg3 imprint -14.7%.
`CCOc1ccc(N(CC)S(=O)(=O)c2ccc3c(c2)oc(=O)n3C)cc1` gave p53ts 39C kill 14.5%, IkB sig inh 1.2%, p53ts 32C kill 7.4% and Peg3 imprint -14.1%.
`CN1CCN(c2ncc3nc(CCc4ccccc4)c(=O)n(CCC#N)c3n2)CC1` gave p53ts 39C kill -4.7%, IkB sig inh 1.1%[11.4 µM] and p53ts 32C kill -13.5%.
Screening Nc1ncc(S(=O)(=O)Nc2ccc(OC(F)(F)F)cc2)cn1 returned p53ts 39C kill -33.5%, IkB sig inh 3.6%, p53ts 32C kill 5.6% and Peg3 imprint -4.1%[10.9 µM].
`CSc1ccc2[nH]c(=O)cc(C)c2c1` gave p53ts 39C kill -8.6%, IkB sig inh 3.8%, p53ts 32C kill 4.3% and Peg3 imprint -6.4%.
`COc1cc(CNC2CCCCCC2)cc(OC)c1O` gave p53ts 39C kill -2.8%, IkB sig inh 0.6%, p53ts 32C kill -5.0% and Peg3 imprint 5.4%.
`COc1cc(NC(=O)c2cc(-c3ccccc3O)no2)cc(OC)c1OC` gave p53ts 39C kill -21.4%, IkB sig inh -0.7%, p53ts 32C kill 10.8% and Peg3 imprint -12.0%[10.9 µM].
For Cc1nc2oc3c(NCc4ccccn4)ncnc3c2c2c1COC(C)(C)C2 the results were p53ts 39C kill 1.6%, IkB sig inh -3.9%, p53ts 32C kill 15.7% and Peg3 imprint -14.5%.
Screening CCOC(=O)N1CCN(C(=O)CN(C)S(=O)(=O)c2ccc(OC)c(OC)c2)CC1 returned p53ts 39C kill 0.5%, IkB sig inh 0.6%, p53ts 32C kill 2.1% and Peg3 imprint 20.0%.
COC(=O)c1cc(Br)c(=O)n(CCN2CCCCC2)c1 was read as p53ts 39C kill 11.8%, IkB sig inh 1.7%, p53ts 32C kill -0.3% and Peg3 imprint 0.8%.
Screening Cc1ccc(-n2ncc(C(=O)NCCN3CCc4ccccc4C3)c2C2CCN(C(=O)OC(C)(C)C)CC2)cc1 returned p53ts 39C kill -2.9%, IkB sig inh inconclusive, p53ts 32C kill -26.7% and Peg3 imprint -7.2%[10.9 µM].
Screening CCN(CC)C(=O)CN(c1ccc(F)c(Cl)c1)S(C)(=O)=O returned p53ts 39C kill 0.9%, IkB sig inh -2.5%, p53ts 32C kill 13.4% and Peg3 imprint -6.1%.
Cc1ccc(S(=O)(=O)Nc2ccc3c(c2)CCCN3C(=O)c2cccs2)cc1 was read as p53ts 39C kill -2.6%, IkB sig inh inconclusive, p53ts 32C kill 16.7% and Peg3 imprint -1.8%[10.9 µM].
COc1ccc(Oc2ncc3ncc(=O)n(CCc4ccccc4)c3n2)cc1 was read as p53ts 39C kill 2.0%, IkB sig inh -0.4%[11.4 µM] and p53ts 32C kill -6.7%.
